Assay outcomes (PubChem BioAssay)
KOR beta-arrestin-1: kappa opioid receptor activators – cell-based, luminescence, uHTS, primary screen (AID 1777). KOR beta-arrestin recruitment, luminescence; higher % means a stronger effect. actives 0.02% (n = 280,000). activation, % at 10 µM; hits with a dose series show EC50 in µM; in the data active = activation above about 50%, passing the limit was not always enough; note: a part of the inactive calls stands beside numbers as strong as those of hits
Siah-1 displacement: blockers of Siah-1 interaction with plectin peptide – biochemical, fluorescence polarization, rhodamine-plectin, uHTS, primary screen (AID 1817) | displacement, % at 20 µM; hits with a dose series show IC50 in µM | Siah-1 / rhodamine-plectin peptide fluorescence polarization; higher % means a stronger effect | actives 0.02% (n = 290,000);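 active = displacement of at least 50% at 20 µM, with a fluorescence ratio check between 0.3 and a set limit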;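 note: plate controls were Siah plus tracer with DMSO for no effect and tracer alone without Siah for full effect; strong numbers were not always called active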
GPR55 activation: GPR55 agonists via beta-arrestin recruitment, primary screen, imaging, U2OS cells, beta-arrestin-GFP redistribution (AID 1961). activation, % at 10 µM, or EC50 in µM where a hit was titrated. actives 0.048% (n = 290,000). U2OS GPR55 beta-arrestin-GFP redistribution imaging; higher % means a stronger effect;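 active = activation above 40% with more than 50 cells counted in the well; inconclusive = wells holding fewer than 50 cells, flagged as toxic or sparse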;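 note: U2OS osteosarcoma cells stably expressing GPR55 and beta-arrestin-GFP; plate controls were DMSO negative control for no effect and LPI positive control for full effect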
NOD1 inhibition: inhibition of NOD1-driven NF-kB reporter – cell-based, luminescence, uHTS, primary screen (AID 1578) | NOD1-driven NF-kB luciferase reporter cells, luminescence; higher % means a stronger effect | inhibition, % at 4 µM; hits with a dose series show EC50 in µM | actives 1% (n = 290,000); in the data active = inhibition mostly above about 36%, no sharp cut-off; inactive = mostly below about 34%;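 note: HEK-293T reporter cells stimulated with the NOD1 agonist gamma-tri-DAP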
GPR55 antagonists: GPR55 antagonists blocking LPI-driven arrestin recruitment, primary screen, imaging, U2OS, beta-arrestin-GFP, LPI agonist (AID 2013). inhibition, % at 10 µM; hits with a dose series show IC50 in µM. U2OS GPR55 beta-arrestin-GFP translocation imaging, LPI antagonism; higher % means a stronger effect. actives 0.13% (n = 290,000);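 active = spots per cell inhibited over 60%, with over 100 cells counted and total cytoplasm intensity under 500,000; inconclusive = wells with under 100 cells, flagged as likely toxic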;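 note: U2OS cells stably carrying GPR55 and arrestin-GFP stimulated by 5 µM LPI near EC80; imaged beta-arrestin-GFP aggregate spots per cell after agonist stimulation; plate controls were LPI-stimulated DMSO wells for no effect and DMSO wells without LPI for full effect; some results filed as inactive read as strong as hits; confirmed hits need IC50 under 10 µM and bright autofluorescent wells are also inconclusive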
GPR35 antagonists: GPR35 antagonists blocking zaprinast-driven arrestin recruitment, primary screen, imaging, U2OS, beta-arrestin-GFP, zaprinast agonist (AID 2058) | U2OS GPR35 beta-arrestin-GFP translocation imaging, zaprinast antagonism; higher % means a stronger effect | actives 0.052% (n = 290,000) | one-dose inhibition, % at 10 µM; IC50 in µM for titrated hits;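 active = inhibition of at least 50% with at least 30 cells and total cytoplasm GFP at most 10,000,000; inconclusive = under 30 cells or total GFP of 10,000,000 plus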
HIV peptide binding: cell-free HIV fusion peptide-binding blockers – biochemical, uHTS, fluorescence dequenching, primary screen (AID 1986); cell-free peptide binding, fluorescence dequenching, 30 min; higher % means a stronger effect; inhibition, % at 20 µM; hits with a dose series show IC50 in µM; actives 0.3% (n = 290,000); in the data active = inhibition mostly above about 52%, no sharp cut-off; inactive = mostly below about 76%; note: some results filed as inactive read as strong as hits
AID2073: inhibitors of Mint1-CaV2.2 protein interaction, biochemical, HTRF (AID 2073). one-dose inhibition, % at 20 µM; IC50 in µM for titrated hits. HTRF protein-protein interaction, Mint1-CaV2.2; higher % means a stronger effect. actives 0.19% (n = 290,000); in the data active = inhibition mostly above about 51%, no sharp cut-off; inconclusive = no clear call, values can overlap the other calls; inactive = mostly below about 53%; note: some results filed as inactive read as strong as hits
KOR beta-arrestin-2: kappa opioid receptor blockers – cell-based, luminescence, uHTS (AID 1778) | KOR beta-arrestin recruitment, luminescence, antagonist mode; higher % means a stronger effect | inhibition, % at 10 µM, or IC50 in µM where a hit was titrated | actives 0.091% (n = 290,000); in the data active = inhibition above about 50%; note: strong numbers were not always called active
The depositor's hits bear a star; ? = inconclusive; / = no result given; [ ] = remark or other dose. The list is partial (hit frequency here may not be typical).

SMILES	KOR beta-arrestin-1	Siah-1 displacement	GPR55 activation	NOD1 inhibition	GPR55 antagonists	GPR35 antagonists	HIV peptide binding	AID2073	KOR beta-arrestin-2
CCCCC(=O)N1CCN(c2ccc(OC)cc2[N+](=O)[O-])CC1	-0.3%	4%	-0.2%	13%	-11%	-6%	-0.3%	-1%	-18%
CC(=O)Nc1ccc(NC(=O)CSc2nnc(NC(=O)C3CC(=O)N(c4ccc(F)cc4)C3)s2)cc1 (configuration not stated)	-0.4%	-2%	-0.2%	-38%	9%	1%	-0.5%	2%	-10%
COc1ccc(-c2ccc(CCC(=O)O)n2NC(=O)c2cccs2)cc1	-4.2%	-6%	0.0%	-26%	-1%	5%	8.1%	42%	10%
C1CCc2c(nc3nnnn3c2NCC2CC2)C1	1.1%	-1%	-1.9%	-7%	0%	-10%	1.0%	14%	8%
Cc1ccc(CC(=O)NC2CCN(Cc3ccccc3)CC2)cc1	-3.3%	0%	0.5%	-20%	-4%	4%	-0.6%	-8%	-5%
CC(=O)Nc1cccc(C(=O)OC(C(=O)c2ccc(C)cc2)c2ccccc2)c1 (configuration not stated)	7.1%	-2%	0.0%	29%	-8%	-3%	-0.2%	1%	-36%
N#Cc1ccc(CSc2nnc(-c3ccccn3)n2-c2ccccc2)cc1	4.5%	-2%	-0.1%	-5%	25%	5%	-0.6%	-6%	-14%
O=C(Nc1sc2c(c1C(=O)O)CCC2)c1ccccc1	-3.5%	-6%	-0.2%	27%	3%	-16%	12%	-3%	-8%
O=C(CN1CCOCC1)NNC(=S)Nc1ccccc1	0.2%	-1%	-0.1%	0%	-1%	6%	-1.6%	-20%	-16%
CC1=NN(Cc2ccccc2)C(=O)C1	-1.5%	10%	0.3%	-18%	4%	-13%	-0.1%	2%	-28%
COc1ccc(OCC(O)CN2CCc3ccccc3C2)cc1 (configuration not stated)	-1.7%	4%	-0.2%	-4%	-7%	2%	0.9%	8%	-4%
COCCn1cnc2c1c(=O)n(CC(=O)c1ccc3c(c1)OCCO3)c(=O)n2Cc1ccccc1	6.0%	0%	0.4%	-12%	-5%	-12%	0.5%	2%	5%
O=C1Nc2ccc(F)cc2C12Nc1ccccc1-c1nnc(SCc3ccccc3F)nc1O2 (configuration not stated)	-0.2%	-1%	0.6%	-22%	27%	1%	2.3%	-3%	-5%
O=C(COC(=O)c1cccc(NS(=O)(=O)c2ccc(F)c(F)c2)c1)NC(=O)NC1CCCC1	-6.5%	3%	-0.2%	8%	6%	-9%	7.9%	2%	-15%
COc1ccc(C2(O)CCN(CC(=O)Nc3nc(-c4ccccc4)cs3)CC2)cc1	-0.9%	7%	-0.4%	2%	17%	-18%	1.7%	6%	-26%
COc1ccc(CNc2nc3c(c(C(F)(F)F)n2)CCCCC3)cc1	-1.2%	0%	-0.1%	16%	13%	-1%	0.1%	4%	1%
COc1ccc(/C=C/C(=O)N2CCN(c3ccccn3)CC2)c(OC)c1OC	-3.3%	5%	-0.1%	6%	-6%	13%	-0.8%	-1%	-43%
CC1(C)CC(=O)C2=C(C1)OC1=C(C(=O)CC(C)(C)C1)C2c1ccc(O)c([N+](=O)[O-])c1	-0.2%	6%	-0.3%	-26%	0%	-2%	-3.0%	-2%	-18%
COc1ccc(C2NC(=S)NC(C)=C2C(=O)Nc2ccccn2)cc1 (configuration not stated)	-12%	6%	0.2%	-14%	3%	-22%	-1.4%	-4%	-38%[20 µM]
CCCCNS(=O)(=O)c1ccc(OC)cc1	0.8%	1%	-0.1%	-13%	44%	-17%	-1.4%	1%	31%
O=C(Nc1ccncc1)Nc1ccc(F)c(Cl)c1	/	-3%	-0.2%	0%	-2%	-4%	0.5%	10%	2%
O=C(CCS(=O)(=O)c1cccc2nonc12)N1CCOCC1	-0.6%	4%	0.3%	-19%	-6%	-7%	-0.7%	-9%	33%
CC(=O)c1sc(NC(=O)c2ccc(Br)o2)nc1C	-7.0%	-11%	-0.1%	16%	10%	11%	-1.4%	14%	41%
CN1CCN(C(=O)C2=C[C@H](c3ccc4c(c3)OCO4)C[C@H](OCc3ccc(CO)cc3)O2)CC1	/	0%	0.6%	-8%	-23%	10%	-0.7%	-14%	8%
O=C1CCCC/C1=N\Nc1ccc(OCc2ccccc2)cc1	-1.1%	18%	-0.5%	-74%	-3%	3%	3.7%	-39%	29%
CC1CCCC(C)N1C(=O)COc1ccc(C(=O)Nc2ccccc2N2CCOCC2)cc1 (configuration not stated)	-11%	14%	0.6%	-21%	7%	4%	1.0%	?	0%
O=C(COc1ccccc1C(=O)Nc1ccccc1)c1ccc(Br)cc1	-3.6%	11%	-0.1%	5%	7%	-11%	1.2%	20%	-55%[20 µM]
CCC(Cc1ccccc1)NC(=O)Cn1cccc1C(=O)c1ccccc1 (configuration not stated)	-1.8%	4%	-0.1%	3%	15%	17%	-0.7%	-4%	-19%
COc1cc(NC(=O)c2ccc(-c3ccc(Br)cc3)o2)ccc1NC(=O)C(C)C	-15%	-2%	-0.1%	-14%	12%	2%	1.3%	23%	-4%
COCCCn1c(SCC(=O)NC(C)(C)C)nnc1-c1ccccc1	1.2%	-6%	-0.3%	14%	-8%	-2%	-0.4%	0%	-3%
O=C(CSc1nnc(Nc2ccccc2)s1)Nc1ccc(S(=O)(=O)N2CCOCC2)cc1	-3.7%	0%	0.2%	30%	-8%	-8%	-2.7%	5%	-25%
O=C(O)CC(c1cccc(Cl)c1)n1cccc1 (configuration not stated)	1.2%	0%	0.0%	-14%	-10%	-1%	3.0%	-3%	-8%
CC(CNC(=O)Cn1ccc2cc(S(=O)(=O)N3CCCC3)ccc21)c1ccccc1 (configuration not stated)	-4.8%	8%	-0.1%	-14%	12%	1%	-0.8%	1%	20%
COc1ccccc1/C=C/C(=O)NCCc1ccccn1	4.7%	-5%	-0.4%	-11%	7%	5%	-1.9%	13%	-42%
COC(=O)N/N=C\c1c(C)nn(-c2ccccc2)c1Cl	-0.1%	-1%	0.0%	-43%	5%	-11%	-0.3%	11%	20%
O=C(CCC(=O)OCc1ccc(C(=O)Oc2ccccc2)cc1)Nc1cccc2ccccc12	2.1%	-2%	0.0%	10%	16%	1%	3.4%	-7%	-33%
O=C(Nc1ccc(CN2CCOCC2)cc1)c1ccc(-c2cccc(Cl)c2)o1	-0.1%	-5%	1.1%	16%	-24%	33%	-2.0%	10%	-43%
NC(=O)c1ccc2c(=O)c(O)c(-c3cc(Cl)c(N)c(Cl)c3)[nH]c2c1	1.8%	-15%	0.4%	55%	-9%	2%	-1.6%	14µM*	-113%[20 µM]
CCOC(=O)CSc1n[nH]c(NC(C)=O)n1	-0.8%	0%	0.1%	-36%	10%	24%	0.9%	5%	-20%
COc1ccc(COCC(O)CN(Cc2ccco2)Cc2ccccc2O)cc1 (configuration not stated)	3.0%	11%	-0.2%	-5%	3%	-4%	0.5%	10%	28%

Random excerpt: 2 entries already listed, in no set order.
SMILES	KOR beta-arrestin-1	Siah-1 displacement	GPR55 activation	NOD1 inhibition	GPR55 antagonists	GPR35 antagonists	HIV peptide binding	AID2073	KOR beta-arrestin-2
O=C1CCCC/C1=N\Nc1ccc(OCc2ccccc2)cc1	-1.1%	18%	-0.5%	-74%	-3%	3%	3.7%	-39%	29%
CCC(Cc1ccccc1)NC(=O)Cn1cccc1C(=O)c1ccccc1 (configuration not stated)	-1.8%	4%	-0.1%	3%	15%	17%	-0.7%	-4%	-19%

The listing continues:
SMILES	KOR beta-arrestin-1	Siah-1 displacement	GPR55 activation	NOD1 inhibition	GPR55 antagonists	GPR35 antagonists	HIV peptide binding	AID2073	KOR beta-arrestin-2
O=C(Nc1ccc(N=Nc2ccccc2)cc1)c1ccc(Cl)cc1Cl	0.2%	7%	0.6%	-7%	-6%	14%	-0.1%	22%	-34%
Cc1ccc(SCCNS(C)(=O)=O)cc1	3.2%	-1%	0.0%	12%	9%	-6%	-2.7%	1%	-41%
CC(=O)c1ccc(NS(=O)(=O)c2ccc(C(C)(C)C)cc2)cc1	-3.0%	5%	-0.2%	-3%	-4%	-4%	0.1%	-2%	-26%
O=c1c(C(c2ccccc2)c2c(O)nc3n(c2=O)CCCS3)c(O)nc2n1CCCS2	1.4%	-2%	-0.1%	5%	-22%	8%	11%	14%	-27%
S=c1[nH]nc(COc2ccccc2)n1/N=C/C=C/c1ccco1	1.1%	0%	-0.1%	-12%	0%	0%	28%	16%	8%
CC(C)c1ccc(NC(=O)C2CCN(c3ncnc4c3nc3n4CCCCC3)CC2)cc1	1.3%	4%	-0.1%	20%	-5%	2%	3.3%	2%	-46%
Cc1cc(C)n(C(=O)Cn2nc(C(F)F)cc2C)n1	7.1%	29%	0.1%	-28%	7%	-5%	-0.7%	-3%	0%
CSc1nc(SCC(=O)O)c2c3c(sc2n1)COC(C)(C)C3	2.3%	-2%	-0.2%	-13%	0%	7%	-0.6%	16%	23%
COc1cccc(C2/C(=C(\O)c3ccc4c(c3)OCCO4)C(=O)C(=O)N2CCCn2ccnc2)c1 (configuration not stated)	4.9%	10%	-0.1%	-17%	18%	-2%	-1.0%	6%	-19%
O=C(Nc1cccc2cccnc12)c1ccc2c(c1)OCCO2	-6.3%	1%	0.1%	-32%	1%	1%	-0.6%	-4%	0%
CCOc1ccccc1N1CCN(C(=O)/C=C/c2cccc([N+](=O)[O-])c2)CC1	3.3%	8%	0.1%	19%	3%	-2%	-1.8%	-8%	-7%
O=C(/C=C/c1ccco1)N(Cc1cccc(Br)c1)C1CCS(=O)(=O)C1 (configuration not stated)	9.7%	-3%	0.1%	-6%	-28%	-2%	9.5%	4%	12%
CCOC(=O)C1CCN(CC(O)COCc2cccs2)CC1 (configuration not stated)	1.9%	-1%	-0.3%	-28%	6%	-4%	-1.4%	2%	15%
CCn1nnnc1SCC(=O)Nc1cc(C)on1	-9.8%	2%	-0.3%	-15%	6%	-3%	2.1%	12%	0%
COc1ccc(C(C)C)cc1S(=O)(=O)Nc1ccncc1	-0.1%	8%	0.5%	-16%	18%	-11%	-1.7%	2%	-1%
CC(C)(C)c1ccc(C(CC(=O)O)NC(=O)C23CC4CC(CC(C4)C2)C3)cc1 (configuration not stated)	2.9%	-3%	0.0%	3%	5%	-5%	1.6%	5%	-43%
Cc1c(CCC(=O)NC2CC2)c(=O)oc2cc(O)ccc12	0.3%	12%	0.2%	-26%	-4%	4%	0.1%	39%	-19%[20 µM]
CC1CCc2sc3nc(NCc4ccco4)n4ncnc4c3c2C1 (configuration not stated)	-7.3%	8%	-0.2%	-3%	-5%	8%	1.1%	3%	33%
Cn1c2c(c(=O)n(C)c1=O)C(CC(=O)Nc1ccc(F)cc1)C(=O)N2 (configuration not stated)	-0.5%	0%	-0.4%	-20%	5%	-1%	3.2%	7%	14%
